Screens from PubChem.
Abeta yeast res: qHTS for compounds that reverse cellular toxicity of Amyloid beta (A-beta) peptide in yeast: Primary Screen. Potency, µM (titrated, usually from 46.1 µM), without a hit: at the highest dose growth rescue, most hits filed as activators. AID 1347071, 2019. 410,000 tested, 0.063% active. yeast expressing A-beta42, growth rescue, OD600, 48 h; response scale: 0% DMSO, 100% iron-clioquinol control; note: potency is the fitted concentration of half-maximal effect; nearly all actives have a fitted effect of over 55% in size
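Yeast A-beta toxicity model in growth medium with pinned compounds, 48 h at 30 C; growth read as absorbance at 600 nm. Normalized to FeCl3/clioquinol equimolar mix (positive) and DMSO (negative).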
FUS yeast rescue: qHTS for Suppressors of FUS Proteinopathy: Primary screen using FUS-linked yeast assay | S. cerevisiae FUS-expressing, growth rescue, OD600, 24 h | 390,000 tested, 0.24% active | Potency, µM (series often up to 76.6 µM), without a hit: top-dose growth rescue (activation), hits mostly activators;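 note: potency is the fitted concentration of half-maximal effect; plate controls were DMSO vehicle for no effect and reference control for full effect; nearly all actives have a fitted effect of over 55% in size; some results filed as inactive show a strong effect at the top dose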
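Steps: raffinose overnight preculture; dilution to OD 0.005 in 2% galactose minimal medium; compound addition (concentration series); 24hr at 30C, 99% humidity; absorbance read at 600 nm.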
PLK1 PBD block: qHTS for Inhibitors of PLK1-PDB (polo-like kinase 1 - polo-box domain): Primary Screen | AID 720504, 2013 | Serine/threonine-protein kinase PLK1 (Homo sapiens), P53350 | Plk1 PBD binding of FITC phosphopeptide, fluorescence polarization | 360,000 tested, 2.8% active | Potency, µM, for inactives: max response, negative = inhibition, hits mostly inhibitors; note: potency is the fitted concentration of half-maximal effect; series mostly up to about 57 µM; % is set by controls: 0 for no effect and ±100 for the full control effect; nearly all actives have a fitted effect of over 65% in size
EPAC1 agonist: qHTS for Agonist of cAMP-regulated guanine nucleotide exchange factor 3 (EPAC1): primary screen. 360,000 tested, 0.073% active. Potency, µM (series often up to 154 µM), for inactives: at the highest dose activation, usual class: activators. EPAC1 agonist qHTS, biochemical assay; response scale: 100% = response to 6.5 mM cAMP. Rap guanine nucleotide exchange factor 3 (Homo sapiens), O95398; note: potency is the fitted concentration of half-maximal effect; nearly all actives have a fitted effect of over 60% in size
Target sequence (O95398 whole entry, looked up): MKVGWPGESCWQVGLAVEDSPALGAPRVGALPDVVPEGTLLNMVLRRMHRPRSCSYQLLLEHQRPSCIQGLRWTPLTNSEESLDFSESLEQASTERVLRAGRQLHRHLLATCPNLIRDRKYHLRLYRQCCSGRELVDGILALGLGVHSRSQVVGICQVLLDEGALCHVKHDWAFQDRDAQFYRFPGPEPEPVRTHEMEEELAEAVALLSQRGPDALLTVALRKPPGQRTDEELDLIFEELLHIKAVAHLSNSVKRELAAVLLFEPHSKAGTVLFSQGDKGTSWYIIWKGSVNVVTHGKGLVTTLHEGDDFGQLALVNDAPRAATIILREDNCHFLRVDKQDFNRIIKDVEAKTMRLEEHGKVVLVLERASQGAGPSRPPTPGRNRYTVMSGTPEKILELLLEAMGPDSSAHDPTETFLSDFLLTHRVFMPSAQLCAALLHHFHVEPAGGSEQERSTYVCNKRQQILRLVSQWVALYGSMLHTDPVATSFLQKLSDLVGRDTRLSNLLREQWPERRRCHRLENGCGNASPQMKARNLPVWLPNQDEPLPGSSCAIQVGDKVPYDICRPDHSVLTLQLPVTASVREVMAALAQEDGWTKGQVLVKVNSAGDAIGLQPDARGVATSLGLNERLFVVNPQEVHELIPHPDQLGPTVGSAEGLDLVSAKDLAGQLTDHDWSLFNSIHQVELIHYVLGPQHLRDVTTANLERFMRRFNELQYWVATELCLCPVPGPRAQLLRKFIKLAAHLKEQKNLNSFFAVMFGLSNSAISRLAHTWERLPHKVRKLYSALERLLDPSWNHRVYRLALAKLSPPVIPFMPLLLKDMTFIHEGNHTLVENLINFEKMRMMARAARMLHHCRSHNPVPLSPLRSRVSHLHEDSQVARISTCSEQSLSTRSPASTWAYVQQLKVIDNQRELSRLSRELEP
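Compounds were pinned as a concentration titration into mixtures of EPAC1 (100 nM), BODIPY-GDP-loaded Rap1B (250 nM) and GDP (50 uM). After 5 min at room temperature, fluorescence was followed for 30 min; activity was scaled to 6.5 mM cAMP.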
PI5P4Ka inh: qHTS for Inhibitors of phosphatidylinositol 5-phosphate 4-kinase (PI5P4K); Phosphatidylinositol 5-phosphate 4-kinase type-2 alpha (Homo sapiens), P48426; PI5P4Kalpha enzyme, ADP-Glo luminescence, 60 min; stronger effect = lower value; max response, %; 330,000 tested, 1.2% active; AID 652105, 2013; active = max response of -50% or lower; inconclusive = between -30% and -50%; inactive = -30% or higher; note: value at the top dose of about 77 µM; % is set by controls: 0 for no effect and ±100 for the full control effect
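ADP-Glo luminescence end-point after a 60 min room-temperature kinase reaction. PI5P4Kalpha and substrate in HEPES pH 7.4 buffer with EGTA, 0.1% CHAPS and 5% DMSO; ATP at 5 microM final.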
aSyn rescue: qHTS of alpha-syn Inhibitors; Yeast expressing alpha-synuclein, growth rescue, BacTiter-Glo, 24 h; Potency, µM (top dose mostly 46.1 µM), for the others: at the top dose growth rescue (activation), hits mostly activators; 370,000 tested, 0.14% active; AID 652106, 2013; note: potency is the fitted concentration of half-maximal effect; % of control where 0% means no effect; nearly all actives have a fitted effect of over 65% in size
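Screening used galactose-induced yeast with toxic alpha-synuclein levels, exposed to compound for 24 hr at 30 deg C. Cell growth, read with BacTiter-Glo luminescence, gave the measured signal.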
IL2 activator: qHTS of IL-2 Activators; IL-2 activation reporter assay, cell-based qHTS; stimulated with anti-CD3/CD4/CD28 beads; in transgenic mouse T cells; activation, % (series mostly up to about 46 µM); 360,000 tested, 0.065% active; AID 652025, 2013; in the data active = activation above about 50%; inconclusive = mostly about 30% to 49%; note: 0% is about no effect
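Screening format: compound pinned onto unstimulated transgenic mouse T cells, 60 min incubation, then anti-CD3/anti-CD4/anti-CD28 bead stimulation for 18 hours at 37 degrees C, followed by EGFP and DsRed detection.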
WRN inhibitor: qHTS for Inhibitors of WRN Helicase; Potency, µM (series often up to 114 µM), for the others: at the highest dose activity change, negative = inhibition, actives largely listed as inhibitors; 360,000 tested, 0.46% active; WRN helicase unwinding, fluorescent forked duplex, kinetic; Bifunctional 3'-5' exonuclease/ATP-dependent helicase WRN (Homo sapiens), Q14191; note: potency is the fitted concentration of half-maximal effect; % is set by controls: 0 for no effect and ±100 for the full control effect; nearly all actives have a fitted effect of over 55% in size
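Fluorescence dequenching readout, ex 525 nm/em 598 nm, kinetic mode: forked duplex DNA (100 nM final) with adjacent fluorophore and quencher unwound by WRN (20 nM final) with 2 mM ATP. Compound preincubation 15 min, room temperature.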
EPAC1 antagonist: qHTS for Antagonist of cAMP-regulated guanine nucleotide exchange factor 3 (EPAC1): primary screen. Rap guanine nucleotide exchange factor 3 (Homo sapiens), O95398. EPAC1 GEF assay, Rap1b-BODIPY-GDP exchange fluorescence. Potency, µM (titrated, usually from 115 µM), inactives show at the highest dose activity change, negative = inhibition, usual class: inhibitors. 360,000 tested, 0.14% active. AID 720709, 2013;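 note: potency is the fitted concentration of half-maximal effect; plate controls were vehicle for no effect and positive control for full effect; nearly all actives have a fitted effect of over 50% in size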
* = called active by the depositor; ? = inconclusive; / = no result given; & = joins results of further samples; [ ] = another dose, or the depositor's remark. Unless noted, calls come from the whole dose curve; as a rule, active = well fitted curve in the direction sought with a large enough effect; inconclusive = small, poorly fitted or top-dose-only effect, or another doubt; inactive = no such curve, though single readings can be large; an effect the other way counts as inactive or inconclusive.

SMILES	Abeta yeast res	FUS yeast rescue	PLK1 PBD block	EPAC1 agonist	PI5P4Ka inh	aSyn rescue	IL2 activator	WRN inhibitor	EPAC1 antagonist
CCOc1ccc(NC(=O)CSc2nnc(CCNC(=O)c3ccc(OC)cc3)n2CC)cc1	-14%	/	-11%	3%	-5	6%	-0.2	2%	-23%
CC1Oc2ccccc2N(CC(=O)c2ccc(F)cc2)C1=O (stereo unspecified)	?	5%	-9%	7%	1	7%	2.4	0%	-19%
CCc1ccc2[nH]c(=O)c(CN(Cc3ccccc3OC)Cc3nnnn3Cc3ccco3)cc2c1	8%	33%	-8%	3%	6	22%	-0.7	-9%	-25%
CC(CNC(=O)CC[C@H]1O[C@@H](n2cnc3c(NC(=O)c4ccccc4)ncnc32)[C@H](O)[C@@H]1O)c1ccccc1 (stereo partly specified)	-9%	5%	-13%	2%	-5	?	-0.3	-4%	-19%
N/C(=N\N=C\c1ccc2c(c1)OCO2)c1nonc1N	-8%	-16%	-8%	1%	-7	-7%	-4.9	-5%	-6%
Cc1cc(N2CCN(C3CCCCC3)CC2)n2nc(C)nc2n1	-9%	-24%	-5%	4%	-11	-3%	2.0	7%	-12%
O=C(CS(=O)(=O)c1cn(Cc2cccc(F)c2)c2ccccc12)N1CCCCC1	0%	2%	-8%	-2%	2	-1%	-3.6	3%	-10%
COc1ccccc1/C=C/C=N/N1CCN(Cc2ccccc2)CC1	8%	11%	-9%	5%	3	1%	-3.5	9%	6%
O=C(O)CCc1nc(-c2ccccc2)no1	7%	0%	-26%	-3%	0	-5%	-1.6	-2%	-3%
COCCN(C(=O)Cc1csc(-c2cccc(Cl)c2)n1)c1c(N)n(Cc2ccccc2)c(=O)[nH]c1=O	-2%	34%	-13%	1%	?	-10%	0.2	0%	-1%
Cc1nc2ccc(S(=O)(=O)NC(C(=O)NCc3cccs3)C(C)C)cc2s1 (stereo unspecified)	-7%	-19%	-28%	6%	-3	-8%	0.2	-5%	-16%
NNC(=O)COc1ccccc1F	11%	/	4%	-1%	8	0%	0.4	8%	-10%
Cc1ccc(SCC2(O)CCN(C(=O)c3ccc(Cl)cc3)CC2)cc1	?	23%	0%	0%	19	?	-0.4	-8%	0%
Cn1c(COc2ccccc2)nnc1SCc1cc(=O)[nH]c2ccccc12	0%	-15%	-5%	-1%	-2	0%	3.1	6%	-12%
C=CCNc1nc(C(=O)OCC(=O)c2ccccc2)cs1	-4%	17%	0%	-1%	1	3%	-4.0	-12%	9%
CCN(Cc1ccccc1)S(=O)(=O)c1ccc(OC)cc1	7%	13%	0%	12%	6	-6%	-1.0	-6%	-12%
C=CCNC(=S)Nc1nc2c(cc1C(=O)OCC)COC(C)(C)C2	-5%	-1%	?	-11%	1	-5%	-2.2	9%	2%
O=C(NCc1ccccc1)Nc1cccn(Cc2ccccc2Cl)c1=O	11%	-20%	4%	9%	8	5%	-0.2	-6%	-7%
O=C(Cn1c(SCC(=O)N2CCCc3ccccc32)nc2ccccc21)N1CCCC1	10%	24%	3%&-6%	1%	/	-5%	-2.4	-1%	-9%
CCC(C)N(C(=O)COC(=O)c1nc2nc(C)cc(C)n2n1)C1CCS(=O)(=O)C1 (stereo unspecified)	-2%	3%	-3%	-1%	9	-6%	2.3	1%	-20%
CCCS(=O)(=O)c1c(S(=O)(=O)CCC)c2cnccn2c1C(=O)c1ccc(OC)cc1	0%	18%	-10%	2%	7	2%	0.1	0%	5%
COc1ccc(C(=O)Nc2nc(-c3ccccn3)cs2)cc1S(=O)(=O)N1CCOCC1	-31%	35%	24µM*	-3%	?	-12%	-0.4	-9%	-18%
CN(c1ccc(OCC(=O)OCC(=O)Nc2ccccc2)cc1)S(=O)(=O)c1ccc(F)cc1	-4%	25%	-1%	-5%	6	8%	-0.8	-15%	-20%
CC(=O)c1c(C)nc(Nc2nc(C)c3cc(C)ccc3n2)nc1C	27%	?	-6%	-6%	1	-5%	1.9	-17%	-17%
O=C(Nc1cc2c(cc1Cl)OCCCO2)c1ccco1	-19%	/	-5%	-3%	-1	-13%	-4.5	7%	9%
N#Cc1ccc(OCC(O)CN2CCN(C(c3ccccc3)c3ccccc3)CC2)cc1 (stereo unspecified)	14%	11%	-12%	15%	4	1%	0.1	-4%	0%
COc1cc(SC)ccc1C(=O)Nc1ccccc1C#N	5%	-11%	-7%	5%	4	0%	5.8	-4%	-7%
Clc1cccc(Cc2c(-c3ccco3)nc3c4ccccc4ccn23)c1	-10%	38%	-9%	-4%	-3	15%	-0.1	-5%	-11%
COc1ccc(NC(=O)Nc2cccc(C)n2)c(OC)c1	4%&-6%	-10%&-34%	4%	-1%	0	-8%	-2.1	-7%	-4%
Cc1cc(=O)[nH]c(NCCO)n1	5%	-17%	-6%	9%	1	5%	-0.4	2%	1%
COc1ccc(NC(=O)CN(C)C(=O)c2ccccc2CCc2ccccc2)cc1	18%	-4%	-11%	6%	10	4%	0.9	-9%	-11%
Cc1cc(C)c(-c2c(O)c3cccnc3n(C)c2=O)c(C)c1	-17%	13%	-6%	4%	-6	-1%	-1.3	-5%	2%
NNC(=S)Nc1ccc(S(=O)(=O)N2CCCCC2)cc1	18%	32%	?	11%	-21	0%	-0.4	-17%	8%
O=C(CN1C(=O)CCC1=O)Nc1ccc(Cc2ccc(NC(=O)CN3C(=O)CCC3=O)cc2)cc1	6%	21%	-2%	1%	-7	1%	0.1	-5%	-28%
CC1CCCCC1NC(=O)/C(C#N)=C/c1ccc(F)c(F)c1 (stereo unspecified)	-15%	/	-3%	-10%	6	-2%	0.3	0%	18%
CCNC(=S)NNC(=O)c1c(Cl)c(C)nn1C	7%	/	-5%	6%	-6	0%	-0.3	12%	-3%
O=C(Oc1cccc2c(O)cccc12)c1ccccc1	-50%[inhibitor]	/	2%	10%	-3	11%	-6.2	-18%	4%
OCC1(CCOc2ccccc2)CCN(CCCn2cccn2)CC1	-2%	-6%	2%	2%	0	-3%	-1.2	8%	3%
COc1ccc(S(=O)(=O)Nc2cccc3c2O[C@H](CN(C)C)[C@@H](C)CN([C@H](C)CO)C3=O)cc1	2%	-4%	-10%	0%	2	-3%	0.8	4%	4%
CN(CCc1cnn(C)c1)Cc1nc(Cc2ccccc2)no1	6%	-25%	-5%	10%	-1	-1%	-2.5	-12%	0%
O=C(NC1CCCCC1)N1CCc2ccccc2C1	-9%	31%	-11%	8%	0	-12%	0.3	-4%	22%
CCN(CC(=O)Nc1c(F)cccc1F)C(=O)C1CCN(c2ncnc3sc(C)c(C)c23)CC1	-1%	24%	-5%	-1%	-8	1%	0.0	-12%	4%
Cc1cn([C@H]2C[C@H](O)[C@@H](/C=C/C(=O)NCCC(c3ccccc3)c3ccccc3)O2)c(=O)[nH]c1=O	-2%	20%	-6%	8%	-3	-3%	-0.9	1%	3%
COc1ccc(NC(=O)CSc2nc3scc(C)c3c(=O)[nH]2)cc1	-1%	8%	-3%	-6%	-6	5%	-2.4	-18%	11%
Cc1nc(-c2ccc(NC(=O)C3CC3)cc2)cs1	-15%	13%	-2%	-2%	-4	-13%	-0.3	10%	-5%
CC(=O)N1CCN(C(=O)c2cc(S(=O)(=O)N(C)c3ccc(F)cc3)ccc2Cl)CC1	1%	9%	-2%	5%	4	0%	0.3	-1%	-2%
CC(C)c1nnc(NC(=O)CCC(=O)N2CCN(c3ccccc3F)CC2)s1	-5%	0%	-16%	5%	3	8%	-4.9	3%	-1%
COc1cc(OC)cc(C(=O)N[C@H](C(=O)OCC(=O)Nc2ccc(F)c(F)c2F)C(C)C)c1	0%	30%	-9%	0%	7	0%	-0.5	-2%	-11%
Cc1cc(OCC(=O)Nc2ccc(CN3CCCCC3)cc2)ccc1Cl	3%	20%	-4%	5%	20	5%	1.4	-18%	7%
Cc1ccc(C)c(OCc2ccc(C(=O)N3N=C(C(F)F)CC3(O)C(F)F)o2)c1 (stereo unspecified)	-2%	6%	-8%	-16%	12	2%	-2.7	-10%	-11%
CC(C)/C=C1\CC/C(=C\c2ccc(N(C)C)cc2)C1=O	4%	/	32%[activator]	29%	5	-3%	9.9	-32%	22%
O=C(c1cccc(NC2=NC3CS(=O)(=O)CC3S2)c1)N1CCN(c2cccc(Cl)c2)CC1 (stereo unspecified)	7%	24%	-6%	1%	0	2%	-0.3	1%	-20%
O=C(O)C1Cc2ccccc2CN1S(=O)(=O)c1ccc2ccccc2c1 (stereo unspecified)	9%	22%	-23%	-1%	-14	-2%	-2.1	-2%[11.6 µM]	0%
